# IkB sig inh: IkB pathway inhibition in ABC-DLBCL cells | ABC-DLBCL IkBa-CBG/CBR dual luciferase ratio, 4 h; response scale: scaled: untreated 0%, proteasome inhibitor 100% | Potency, µM (series often up to 57.1 µM), inactives show at the highest dose IkBa stabilization activation | 110,000 compounds, 0.04% hits; active = well fitted curve in the direction sought with a large enough effect in the signal ratio, not every such curve was filed as active; inconclusive = small, poorly fitted or top-dose-only effect, or a change in a side signal; the % refers to the signal ratio;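 note: the direction sought is a rising ratio; 0% = basal untreated cells and 100% = reference inhibitor full response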
#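 Luminescence ratio of IκBα-fused green versus native red beetle luciferase in OCI-Ly3 cells, 4 h post-doxycycline with compound; red signal alone, scaled from basal (0%) to zero light (-100%), flagged nonspecific or cytotoxic effects.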
# p53ts 32C tox: p53ts cell cytotoxicity, permissive temperature; 130,000 compounds, 0.93% hits; H1299-p53A138V at 32C, ATP luminescence viability, 24 h; Potency, µM (series often up to 46.1 µM), for the others: at the top dose activity change, negative = cytotoxicity, most hits filed as cytotoxic; AID 924;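 note: 0% = DMSO and -100% = full killing by reference compound; nearly all actives have a fitted effect of over 55% in size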
#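 Viability by ATPlite luminescence after 24 h compound treatment (up to 46 uM) at the permissive 32C. Cells are H1299 carrying p53 A138V. Scale runs from DMSO basal to 100 uM tamoxifen as full kill; AC50 from Hill fits.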
# Imprint erasure: inducers of genomic imprint erasure in mouse ES cells; mouse ES Peg3-LacZ reporter, beta-gal luminescence, 40 h; Potency, µM (top dose mostly 60.7 µM), for inactives: at the highest dose activity change, positive = activation, actives largely listed as activators; 110,000 compounds, 0.02% hits;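 note: 0% = negative control wells on the plate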
#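 Each well holds 300 Peg3LacZ-Neo (maternal) female ES cells incubated 40 h at 37C, 5% CO2. LacZ is measured by BetaGlo luminescence, with AC50 and maximum efficacy derived from dose-response curves.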
# p53ts 39C kill: cytotoxicity in p53ts cells at nonpermissive temperature; Potency, µM (top dose mostly 46.1 µM), for the others: at the top dose activity change, negative = cell killing, actives largely listed as cytotoxic; H1299-p53A138V viability at 39C, ATP luminescence, 24 h; 130,000 compounds, 1.5% hits; AID 902; note: nearly all actives have a fitted effect of over 55% in size
# Starred values were filed as active, the others as inactive; ? = inconclusive; / = no result given; & = joins results of further samples; [ ] = dose if it differs, or a comment. Unless noted, calls come from the whole dose curve; as a rule, active = well fitted curve in the direction sought with a large enough effect; inconclusive = small, poorly fitted or top-dose-only effect, or another doubt; inactive = no such curve, though single readings can be large; an effect the other way counts as inactive or inconclusive. Unless noted, % is set by controls: 0 for no effect and ±100 for the full control effect; potency is the fitted concentration of half-maximal effect.
# Results follow in this order: IkB sig inh | p53ts 32C tox | Imprint erasure | p53ts 39C kill
CCn1c(SCC#N)nc2c(c1=O)C1(CCCC1)Cc1ccccc1-2
→ ? | 0.1% | -11.3% | 1.9%
Cc1noc(C)c1COC(=O)CCCc1nc2ccccc2s1
→ -2.3% | 2.3% | -8.7% | -3.5%
CCOc1ccccc1-n1nnc(-c2nc(-c3ccccc3)no2)c1N
→ ? | -0.9% | -4.4%[10.9 µM] | -3.1%
O=C(CSc1cn(CC(=O)N2CCCCC2)c2ccccc12)Nc1ccccc1
→ -2.9% | 6.5% | -13.0%[10.9 µM] | 7.0%
COc1cc(-c2nc3ccccn3c2NCC2CCCO2)ccc1O (stereo unspecified)
→ 1.4% | -9.9% | -18.9% | -11.5%
c1ccc2c(c1)nc(-c1ccncc1)n1nnnc21
→ ? | 2.7% | -12.2% | -4.2%
c1ccc(-c2cc(N3CCCCCC3)n[nH]2)cc1
→ ? | -14.7% | -6.0% | -10.6%
Cc1c2c(nc3c(C)cccc13)OC(C)C2 (stereo unspecified)
→ -0.7% | -5.0% | -6.0% | -8.8%
O=C(Nc1cccc2ccccc12)c1ccccc1
→ 0.1%[11.4 µM] | 1.6%[9.22 µM] | -1.6%[10.9 µM] | 5.4%[9.22 µM]
O=C(CNc1ccc(Oc2ccccc2)cc1)N1CCOCC1
→ 1.8% | 5.2% | -19.0% | -10.1%
COCCOC(=O)c1c(C)oc2ccc(OCc3cc(C(=O)OC)oc3C)cc12
→ ? | -2.0% | -15.9% | -15.1%
CCNc1ncc2nc(-c3ccc(OC)cc3)c(=O)n(CCc3ccccc3)c2n1
→ 0.3%[11.4 µM] | -27.0% | -5.1% | -17.3%
COc1cc(NS(=O)(=O)c2c(C)nc3sc(C)c(C)n3c2=O)cc(OC)c1
→ -1.0% | -0.2% | -9.8%[10.9 µM] | -12.6%
CCOC(=O)NC1(C(F)(F)F)NC(=O)N(C2CCCCC2)C1=O (stereo unspecified)
→ -0.9% | -1.1% | 7.9% | 3.5%
COc1ccc(Oc2ncc3ncc(=O)n(Cc4cccs4)c3n2)cc1
→ 1.2%[11.4 µM] | 24.7% | / | 10.7%
COC(=O)c1cc(C(=O)OC)cc(-n2c(C)cc(C(=O)CC#N)c2C)c1
→ 0.9% | 5.4% | -18.8% | 1.2%
COc1cc(/C=N/NC(=O)CCn2cnc(-c3ccccc3)c2-c2ccccc2)ccc1O
→ / | 28.2% | / | -11.7%
Cn1ccc2cc(NC(=O)Nc3cccnc3)ccc21
→ 0.5% | ? | -23.9% | 15.8µM*
O=C1CC(N2CCOCC2)C(=O)N1c1ccccc1Cl (stereo unspecified)
→ -0.9% | ? | -6.6% | 5.2%
CCc1nonc1NC(=O)c1oc2cc(C)c(Cl)cc2c1C
→ -0.9% | -3.5% | -19.4%[10.9 µM] | -27.0%
Cc1cccc(NS(=O)(=O)c2ccc(Cl)c(C(=O)Nc3ccccc3C)c2)c1
→ ? | 12.1% | 10.9%[10.9 µM] | -16.8%
CCOC(=O)C1=C(C)NC(SC)=NC1c1ccc(OC)cc1 (stereo unspecified)
→ / | 5.4% | / | 8.6%
O=C1NC(c2cccc([N+](=O)[O-])c2)=CCN1c1ccccc1O
→ -0.3%&-10.9% | 5.2% | -10.0%&-1.5% | 9.0%
COc1ccc(C(=O)Oc2cc(-c3ccc(OC)c(OC)c3)cc(=O)c3c(C)oc(C)c23)cc1
→ -0.1% | 25.2% | 8.3%[10.9 µM] | -20.9%
Cc1occc1C(=O)Nc1cccc(C(F)(F)F)c1
→ / | 6.2% | / | 22.6%
Cc1cc2nc(SCCN3CCCC3)[nH]c2cc1C
→ 3.0% | 3.6% | -16.8% | -2.4%
O=c1cc(-c2ccccc2)nc2nc(SCc3ccccc3)[nH]n12
→ 3.5% | -10.7% | 19.1% | -7.9%
O=C1NCCN1C(=O)C12CC3CC(CC(C3)C1)C2
→ -1.5% | -10.0% | -21.8% | -8.1%
Cc1cccc(N(C)S(=O)(=O)c2nnc(NC(=O)c3cccs3)s2)c1
→ ? | 5.5% | -13.1%[10.9 µM] | -0.7%
Nc1nc(CN2CCN(c3ccccc3)CC2)nc(N2CCCc3ccccc32)n1
→ 0.6% | -5.5% | -5.8% | -1.5%
Cc1ccccc1OCC(=O)OCc1cc(=O)n2nc(C3CC3)sc2n1
→ -2.3% | -1.9% | 1.7%[10.9 µM] | -15.5%
O=C(Cc1csc2ccccc12)NCc1cccc(Br)c1
→ 0.5% | 4.5% | -8.8%[10.9 µM] | -27.8%
Cc1ccc(-n2c(=O)c3cccnc3n2CC(=O)Nc2ccc(C)cc2Cl)cc1
→ 0.7% | 1.3% | -4.4%[10.9 µM] | -27.4%
COc1cccc(NC(=O)CSc2nnc(-c3cccc(OC(C)C)c3)n2N)c1
→ 3.7% | -0.4% | -9.2% | -2.1%
CCOc1ccc(Cn2c(-c3ccc(OCC)c(OC)c3)nc3ccccc32)cc1OC
→ 0.7% | -8.3% | -10.5%[10.9 µM] | 5.6%
Cc1ccc(CNC(=O)CN2C(=O)C3(OCCCO3)c3ccccc32)cc1
→ 3.5% | -15.7% | -2.0% | 6.4%
CN1CCN(c2ccccc2NS(=O)(=O)c2ccc3c(c2)CCN3C(=O)C2CCC2)CC1
→ 4.2% | -8.3% | -13.7% | -18.6%
O=C(c1cc2ccccc2oc1=O)N(Cc1ccccc1)CC1CCCO1 (stereo unspecified)
→ / | -4.6% | / | 7.8%
CCc1cccc(CC)c1NC(=O)C(Cc1ccccc1)NS(=O)(=O)c1cccc2nsnc12 (stereo unspecified)
→ ? | 7.8% | -9.1%[10.9 µM] | 17.2%
CCOc1ccc(-c2nc(SCC(=O)NCCCOC)c(-c3ccccc3)[nH]2)cc1
→ ? | 2.3% | 15.1%[10.9 µM] | 4.8%
CN(CC(=O)Nc1ccc(F)c(F)c1)S(=O)(=O)c1cccc2nsnc12
→ -0.3% | 17.1% | -6.8% | -5.7%
COc1ccc(N2CCN(C(=O)c3cnn(-c4ccc(F)cc4)c3-n3cccc3)CC2)cc1
→ ? | -7.6% | -16.0%[10.9 µM] | -3.6%
O=C(NCc1ccco1)c1ccc(N2CCCC2=O)cc1
→ -0.6% | -9.7% | -13.9% | -19.0%
CCOC(=O)c1sc(NC(=O)/C=C/c2ccc(OCC)cc2)c(C(=O)OCC)c1C
→ 1.5% | 12.6% | -16.2%[10.9 µM] | 1.9%
O=C(c1ccco1)N1CCC2(CCCN(c3cccc(-c4ccccc4)c3)C2)CC1
→ 3.3%[11.4 µM] | 3.5% | / | -1.1%
CCOC(=O)N1CCN(C(=O)CN(C2CCCCC2)S(C)(=O)=O)CC1
→ 2.2% | 10.9% | -13.8% | 2.0%
CS(=O)(=O)N1CCC2(CCCN(C(=O)Nc3cccc(F)c3)C2)CC1
→ -0.6%[11.4 µM] | -2.1% | / | -6.0%
CCOC(=O)C1CCN(C(=O)c2ccc(NC(=O)c3nsc4ccccc34)cc2)CC1
→ ? | ? | -3.8%[10.9 µM] | ?
O=C(CCn1nnc(-c2cccs2)n1)NCc1ccccc1Cl
→ 0.6% | -1.3% | -1.9% | -7.8%
Cc1ccc(S(=O)(=O)C(CNC(=O)C(=O)NCc2ccccc2C)c2cccs2)cc1 (stereo unspecified)
→ ? | 2.6% | 9.4%[10.9 µM] | 1.3%
O=C(NCc1nc2ccccc2[nH]1)c1cccc(Cl)c1
→ -2.7% | -0.9% | 16.9%[10.9 µM] | 12.5%
COc1nc(-c2ccccc2)ccc1-c1noc(COc2ccccc2)n1
→ 2.0% | -4.0% | -10.6% | 4.2%
C=CCn1c(SCC(=O)/C(C#N)=C(\C)N)nc2sc(CC)cc2c1=O
→ ? | -4.4% | -16.3% | -1.9%
Cc1cccc(CNc2ncnc3[nH]ncc23)c1
→ -1.5%[11.4 µM] | -9.5%[9.22 µM] | -12.9%[10.9 µM] | 0.7%[9.22 µM]
O=C(NCC1CCCO1)C1CCC(=O)N1Cc1ccccc1Cl (stereo unspecified)
→ 0.4% | -5.3% | -8.5% | -0.5%
Cc1ccccc1CN1C(=O)c2ccccc2S(=O)c2ccc(C(=O)NCc3ccc4c(c3)OCO4)cc21 (stereo unspecified)
→ 1.2% | 11.2% | -10.2%[10.9 µM] | -11.3%
CCCC(=O)Nc1cccc(-c2nc3cc(C)c(C)cc3o2)c1C
→ ? | 2µM* | -18.8%[10.9 µM] | 2.51µM*
CC(=O)NCC(=O)OCC(=O)c1ccc(C)c(C)c1
→ -0.3% | -0.2% | -1.5% | -3.3%
CCO/C=C1/C(=O)N(CC)c2ccccc21
→ 0.8% | 3.2% | -3.2% | -10.7%
COc1cc(CC(NC(C)=O)C(=O)NC2CCN(c3nc(C)cc(C)c3C#N)CC2)cc(OC)c1 (stereo unspecified)
→ -0.4% | 19.2% | 9.5% | -11.3%

# Reprinted from the part before: 2 entries, followed by the next part.
# Results follow in this order: IkB sig inh | p53ts 32C tox | Imprint erasure | p53ts 39C kill
CCO/C=C1/C(=O)N(CC)c2ccccc21
→ 0.8% | 3.2% | -3.2% | -10.7%
COc1cc(CC(NC(C)=O)C(=O)NC2CCN(c3nc(C)cc(C)c3C#N)CC2)cc(OC)c1 (stereo unspecified)
→ -0.4% | 19.2% | 9.5% | -11.3%
CC(C)N(c1ccccc1)c1ccc(NC(=O)C2CCCO2)cc1 (stereo unspecified)
→ -1.4% | 0.0% | -17.3% | -11.8%
COc1ccc(OC)c(S(=O)(=O)N2CCC(C(=O)Nc3ccc(C)c(C)c3)CC2)c1
→ ? | 13.1% | -12.0% | 4.4%
Cc1ccc(-n2nc(C)c3c(C)cc(=O)n(CC(=O)NC(C)c4ccccc4)c32)cc1 (stereo unspecified)
→ -1.5% | 3.5% | -7.8%[10.9 µM] | 0.7%
Cc1cc(NC(=O)c2ccc3c(c2)N(Cc2cccc(Cl)c2)C(=O)c2ccccc2S3(=O)=O)ccc1Br
→ 1.7% | 4.5% | -11.6%[10.9 µM] | -11.1%
CCN(CC)c1cc(C)nc2nc(-c3ccc(C)cc3)nn12
→ 0.9% | -7.7% | -14.9%[10.9 µM] | -28.8%
CC(C)(C)C(=O)NCC(c1ccc2c(c1)OCO2)N1CCOCC1 (stereo unspecified)
→ 5.4% | 16.2% | -10.5%[10.9 µM] | -9.9%
CCN(C(=O)c1cc(S(=O)(=O)N2CCCCC2)c[nH]1)c1ccc(OC)cc1
→ -0.4% | 3.0% | -12.0%[10.9 µM] | -15.0%
Cc1ccc(S(=O)(=O)Nc2cc(C(=O)NCCN3CCCC3)ccc2N2CCCCC2)cc1
→ 0.1% | 2.7% | -35.6%[inhibitor] | -23.2%
COc1ccccc1N1CSC2=C(C#N)C(c3ccc(SC)cc3)CC(=O)N2C1 (stereo unspecified)
→ ? | 0.6% | -19.2% | -10.4%
C=CCNC(=O)c1ccc2c(c1)nnn2C
→ -1.0% | -3.0% | -3.4% | -5.6%
O=C1c2cccc3c(N4CCCCC4)ccc(c23)C(=O)N1c1ccccn1
→ -2.4% | -4.4% | 1.6% | 0.5%
CCCc1cc(C(=O)Nc2cc(Br)ccc2O)no1
→ 2.0% | -17.6% | -24.9% | -7.0%
CCOc1ccccc1N1CCN(C(=O)c2c(C)noc2C)CC1
→ -1.9% | -4.2% | -10.1% | 10.2%
Cc1ccc(Cl)cc1NC(=O)/C(C#N)=C/c1c(C)n(Cc2ccccc2)c2ccccc12
→ 5.6% | 7.4% | -11.1%[10.9 µM] | 8.9%
CCOc1ccc(C2=NC(c3cccs3)=Nc3ccc(CC)cc3N2)cc1OCC
→ -3.2% | 17.1% | -12.9%[10.9 µM] | -20.2%
CN1C(=O)SC(Nc2cccc3ccccc23)C1=O (stereo unspecified)
→ / | 6.8% | / | 7.8%
COc1ccc(Cn2c(=O)[nH]c3cc(C(=O)NCCC(C)C)ccc3c2=O)cc1
→ -1.9% | 8.6% | ? | 21.7%
CN(C)C(=O)CN(C)S(=O)(=O)c1ccc(Cl)cc1
→ -5.4% | 5.0% | -5.0% | -0.5%
CCN(C(=O)C1CCCN(c2ncnc3onc(-c4ccc(F)cc4)c23)C1)c1ccccc1 (stereo unspecified)
→ 6.0% | 3.6% | 16.6%[10.9 µM] | 17.0%
CCn1c(C)c(C(C)=O)c(N2CCCCC2)nc1=S
→ -0.3% | -1.5% | -13.6% | 8.5%

# Bioassay records as filed in PubChem BioAssay.
